D3 antag – antagonists of human D3 dopamine receptor; P35462; 2.5% of 360,000 active; D3R cells, DiscoveRx beta-arrestin luminescence, antagonist mode; active compounds read low; max response, negative = inhibition, %; in the data active = max response below about -50%; inconclusive = no clear call, values can overlap the other calls; also: % is scaled to controls: 0 for no effect and ±100 for the full control effect; mostly tested at two doses, the higher about 12 µM
Target sequence (P35462 whole entry, looked up): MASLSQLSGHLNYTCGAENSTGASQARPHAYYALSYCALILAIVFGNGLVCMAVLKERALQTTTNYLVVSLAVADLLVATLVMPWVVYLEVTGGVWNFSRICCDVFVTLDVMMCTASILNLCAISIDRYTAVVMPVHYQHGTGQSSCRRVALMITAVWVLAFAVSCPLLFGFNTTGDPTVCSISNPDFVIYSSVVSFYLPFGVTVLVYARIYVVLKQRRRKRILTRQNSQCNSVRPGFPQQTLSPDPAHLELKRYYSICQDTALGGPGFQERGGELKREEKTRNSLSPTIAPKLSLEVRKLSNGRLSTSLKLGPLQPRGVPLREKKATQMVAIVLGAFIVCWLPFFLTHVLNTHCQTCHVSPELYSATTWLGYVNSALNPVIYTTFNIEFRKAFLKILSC
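Cells plated overnight at 1500 cells/well, then exposed to library compounds with dopamine controls for 90 minutes at 37 degrees C. DiscoveRx reagent added for 30–60 minutes at room temperature; luminescence read, quantitative HTS format.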
HT1080NT lethal – kills 2HG-producing HT-1080-NT fibrosarcoma cells. HT-1080-NT fibrosarcoma viability, CellTiter-Glo ATP luminescence, 48 h. AID 686970. Potency, µM (doses to about 46.1 µM), without a hit: top-dose activity, negative = less viability, hits mostly cytotoxic. 1.6% of 360,000 active;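 also: NT is the 2HG producing partner of a matched IDH1 knockdown line; potency is read from the fitted curve at half-maximal effect; 0% = DMSO-treated cells and -100% = media-only wells without cells; nearly all actives have a fitted effect of over 55% in size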
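HT-1080-NT fibrosarcoma cells (2HG-overproducing), 750 cells/well in RPMI with 5% FBS, dosed after 2 h and incubated 48 h at 37C. CellTiter-Glo luminescence normalized to DMSO and no-cell wells; concentration-response curves fitted and classed.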
HT1080 IDH1KD tx – toxicity to HT-1080 IDH1 knockdown cells (counter line); HT-1080 IDH1 knockdown viability, ATP luminescence, 48 h; AID 686971; 2% of 360,000 active; Potency, µM (series often up to 46.1 µM), inactives show top-dose activity, negative = toxicity, usual class: cytotoxic;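 also: potency is read from the fitted curve at half-maximal effect; 0% = DMSO wells and -100% = cell-free medium wells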
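In this qHTS, HT-1080 cells depleted of IDH1 are exposed for 48 h at 37 °C to compound titrations. Toxicity is scored from CellTiter-Glo luminescence, with DMSO as full viability and medium alone as none.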
DRD3 agonist – D3 dopamine receptor (human) agonism. max activation, %. 0.58% of 410,000 active. D3R DiscoveRx beta-arrestin cells, luminescence, 90 min; in the data active = max activation above about 30%; also: 0% is about no effect; mostly tested at two doses, the higher about 12 µM
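Agonist mode: compounds and dopamine controls were applied to plated cells for 90 min at 37 degrees C after an overnight attachment at 1500 cells/well. Luminescent read-out followed 30 - 60 minutes at room temperature with DiscoveRx detection reagent.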
KB-V1 cytotox – kills drug-selected multidrug resistant KB-V1 cells. KB-V1 MDR cells viability, CellTiter-Glo, 72 h. Potency, µM (highest dose often 46.1 µM), for the others: at the highest dose activity change, negative = cytotoxicity, actives largely listed as cytotoxic. 3.4% of 400,000 active. AID 1347076; also: potency is read from the fitted curve at half-maximal effect; % is scaled to controls: 0 for no effect and ±100 for the full control effect; nearly all actives have a fitted effect of over 60% in size
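KB-V1 cells (P-gp-expressing MDR subline of KB-3-1) in phenol-red-free DMEM with 10% FBS were exposed to library compounds over a concentration series for 72 h at 37 degrees C. Viability read by CellTiter-Glo luminescence; concentration-effect curves fitted after normalization.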
IL-1B inflam inh – inflammasome signaling inhibition, IL-1 beta readout; activity change, % at 57.5 µM; 4.7% of 360,000 active; THP-1 LPS/ATP IL-1B secretion, AlphaLISA, 16 h; active compounds read low; in the data active = activity change below about -50%; inconclusive = mostly about -30% to -49%; also: % is scaled to controls: 0 for no effect and ±100 for the full control effect
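THP-1 cells pretreated 1 hr with compounds (up to 57.5 uM final), then stimulated with LPS (250 ng/mL final) plus ATP (1.25 mM final); secreted IL-1B measured by AlphaLISA after 16 hr, decreased signal indicating inhibition.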
KB-3-1 tox – kills parental KB-3-1 adenocarcinoma cells | KB-3-1 viability, CellTiter-Glo ATP luminescence, 72 h | 1.4% of 400,000 active | Potency, µM (highest dose often 46.1 µM), inactives show at the highest dose activity change, negative = cytotoxic, actives largely listed as cytotoxic | AID 1347075; also: potency is read from the fitted curve at half-maximal effect; % is scaled to controls: 0 for no effect and ±100 for the full control effect; nearly all actives have a fitted effect of over 60% in size
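Parental KB-3-1 adenocarcinoma cells in phenol-red-free DMEM with 10% FBS were pin-treated with compounds at several concentrations, incubated 72 h at 37 °C, and viability read by CellTiter-Glo luminescence; concentration-effect curves were fitted after normalization.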
GLP-1R agonist – activates the human GLP-1 receptor; 0.007% of 380,000 active; P43220; HEK293 GLP-1R CRE-luciferase, luminescence, 4-6 h; cells express a hypersensitive GLP-1R form; Potency, µM (series often up to 45.6 µM), for inactives: top-dose activation, most hits filed as activators; also: potency is read from the fitted curve at half-maximal effect; % of control where 0% means no effect
Target sequence (P43220 whole entry, looked up): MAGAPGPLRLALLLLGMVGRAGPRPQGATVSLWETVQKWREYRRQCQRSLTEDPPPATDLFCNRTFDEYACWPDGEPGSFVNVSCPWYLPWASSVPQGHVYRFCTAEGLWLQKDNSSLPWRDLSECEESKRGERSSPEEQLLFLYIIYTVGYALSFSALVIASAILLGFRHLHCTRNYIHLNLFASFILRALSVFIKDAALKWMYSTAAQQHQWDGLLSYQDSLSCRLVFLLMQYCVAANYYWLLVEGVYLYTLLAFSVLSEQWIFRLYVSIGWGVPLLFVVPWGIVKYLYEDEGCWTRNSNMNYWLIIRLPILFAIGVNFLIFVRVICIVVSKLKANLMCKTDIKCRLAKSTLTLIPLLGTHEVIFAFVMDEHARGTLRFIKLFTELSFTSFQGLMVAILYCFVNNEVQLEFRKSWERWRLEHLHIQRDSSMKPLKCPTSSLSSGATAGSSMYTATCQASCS
SW480 rereplic – inducers of DNA re-replication in SW480 colon cancer cells. SW480 DNA re-replication, Hoechst DNA content imaging, 48 h. Potency, µM (doses to about 46.1 µM), without a hit: at the highest dose re-replication activation, most hits filed as activators. 1.8% of 340,000 active; also: potency is read from the fitted curve at half-maximal effect; % of control where 0% means no effect; nearly all actives have a fitted effect of over 55% in size
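Image-based read-out: total Hoechst fluorescence of nuclei (405 nm excitation, 500-530 nm emission), with hits raising the fraction of high-intensity nuclei. SW480 colon cells incubated 48 hr with compounds at 37 C.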
Active calls of the source: *; i = inactive; ? = inconclusive; . = no result given; & = joins results of further samples; [ ] = remark or other dose. Unless noted, calls follow the shape of the dose curve; as a rule, active = well fitted curve in the direction sought with a large enough effect; inconclusive = small, poorly fitted or top-dose-only effect, or another doubt; inactive = no such curve, though single readings can be large; an effect the other way counts as inactive or inconclusive.

#1 CCCNC(=O)c1cc(C2CCCCN2C(=O)c2ccc3c(c2)CCO3)on1 (centres undefined)
#2 COc1cc(NC(=O)Nc2ccc(Cl)c(Cl)c2)c(C(=O)O)cc1OC
#3 C=CCNc1nc2c(c(=O)[nH]c(=O)n2C)n1CCCCC
#4 COc1ccc2[nH]c(C)c(CN3CCC(C)CC3)c(=O)c2c1
#5 Cc1cc(CNC(=O)c2cc(Br)ccc2Cl)nn1C
#6 CC1=C(C(=O)NCc2cccc(Br)c2)C2(CCCCC2)OC1=O
#7 Nc1n[nH]c(CO)n1
#8 CCOc1ccc(N2CC(=O)N/C2=N\c2nc(C)cc(C)n2)cc1
entry no.	1	2	3	4	5	6	7	8
D3 antag	-13	4	1	5	-29	.	34	-8
HT1080NT lethal	19%	-16%	2%	0%	-3%	.	0%	25%
HT1080 IDH1KD tx	3%	-17%	0%	1%	0%	.	6%	9%
DRD3 agonist	0	0	1	-5	4	-9	1	-7
KB-V1 cytotox	5%	-26%	-1%	3%	-7%	10%	-2%	1%
IL-1B inflam inh	9	23	10	23	21	.	-4	-5
KB-3-1 tox	0%	2%	9%	-5%	-2%	-3%	1%	2%
GLP-1R agonist	-2%	4%	0%	0%	-3%	1%	-3%	1%
SW480 rereplic	.	-15%	-4%[9.22 µM]	0%	-8%	.	-9%	-6%

#9 CCCn1c(=O)c2ccccc2n2c(SCc3cc(=O)oc4ccc5ccccc5c34)nnc12
#10 Cc1nc(SCn2nnc3ccccc3c2=O)nc(C)c1C
#11 Cc1sc2c(c1C)c(=O)n(-c1ccccc1)c1nnc(C)n21
#12 COc1ccccc1-n1c(=O)n(C)c2c(C(N)=O)nc(-c3cc(OC)c(OC)c(OC)c3)nc21
#13 O=C(NC(=S)NCC1CCCO1)c1ccccc1Br (centres undefined)
#14 CCOc1cc(NC(=S)NCC2CCCO2)c(OCC)cc1NC(=O)c1ccc(OC)cc1 (centres undefined)
#15 COc1cc(Cl)c(C)cc1NC(=O)c1ccccc1NC(=O)CN1CCOCC1
#16 COc1ccccc1N1C(=O)c2ccc(C(=O)Nc3ccc(C(=O)O)cc3)cc2C1=O
entry no.	9	10	11	12	13	14	15	16
D3 antag	24	-5	18	.	1	-11	22	-14
HT1080NT lethal	13%	-23%	4%	.	13%	1%	16%	15%
HT1080 IDH1KD tx	10%	-5%	-1%	.	20%	2%	12%	11%
DRD3 agonist	9	-1	-9	6	-10	-9	-3	1
KB-V1 cytotox	?	-22%	3%	-30%	23%	-1%	?	7%
IL-1B inflam inh	-3	-5	-4	.	6	17	22	-1
KB-3-1 tox	1%	6%	-6%	3%	-4%	3%	-19%	10%
GLP-1R agonist	-5%	25%	-1%	12%	-7%	1%	6%	-1%
SW480 rereplic	2%	-6%	0%	.	-4%	-7%	-1%	-8%

#17 O=C(COC(=O)/C=C/c1ccccc1)Nc1ccc2c(c1)OCCO2
#18 CCOc1ccccc1NC(=O)CCNS(=O)(=O)c1ccc2[nH]c(=O)oc2c1
#19 COCCCNC(=S)N1CCCN(c2nc3cc(C)ccc3cc2C#N)CC1
#20 CC(C)C[C@@H](CO)NS(=O)(=O)c1cc(Cl)ccc1F
#21 CC(C)C(=O)Nc1cc(C(F)(F)F)ccc1-n1ccnc1
#22 COc1ccc(NC(=S)N2CCCN(Cc3cc(C)ccc3C)C2)cc1
#23 CN(C)c1ccc(/C=N/NC(=O)C(=O)/C=C2\NC3(CCCC3)Cc3ccccc32)cc1
#24 COc1cccc(C(=O)Nc2cc3c(cc2C(C)=O)OCCO3)c1
entry no.	17	18	19	20	21	22	23	24
D3 antag	-12	-16	13	5	-7	-27	1	24
HT1080NT lethal	-7%	19%	0%	-4%	-11%	-3%	-4%	4%
HT1080 IDH1KD tx	-9%	5%	-1%	0%	-10%	-1%	-16%	3%
DRD3 agonist	18	-14	3	-6	1	-9	0	20
KB-V1 cytotox	-23%	16%	?	17%	-11%	3%	18µM*	-24%
IL-1B inflam inh	-4	-2	-16	2	13	?	-14	20
KB-3-1 tox	4%	-3%	-17%	-3%	-1%	-8%	-27%	-10%
GLP-1R agonist	-5%	0%	21%	-4%	-2%	17%	-13%	2%
SW480 rereplic	-5%	0%	?	-5%	-62%[inhibitor]	2%	-4%	0%

#25 COc1ccc(Cc2nnc(N=Nc3c(O)[nH]c4ccc(Br)cc34)[nH]c2=O)cc1
#26 CCCCn1nnnc1C1(C)CCC(=O)N1CCc1c[nH]c2ccccc12 (centres undefined)
#27 CCCSc1nc(NCc2ccco2)c2c3c(sc2n1)COC(C)(C)C3
#28 CC(C)(C)n1nc2c(c1NC(=O)C1CC(=O)N(c3ccc(Cl)cc3)C1)CS(=O)(=O)C2 (centres undefined)
#29 O=C(/C=C/c1ccc([N+](=O)[O-])cc1)c1ccccc(=O)c1O
#30 CCC1SC(=NC(=O)c2ccc(Cl)c(Cl)c2)NC1=O (centres undefined)
#31 CNC(=O)COc1ncnc2scc(-c3ccc(F)cc3)c12
#32 Cc1ccc(C(=O)c2oc3ccccc3c2NC(=O)c2cc(-c3cc(C)ccc3O)n[nH]2)cc1
entry no.	25	26	27	28	29	30	31	32
D3 antag	?	-26	22	-13	-107*	28	12	-5
HT1080NT lethal	-2%	7%	2%	-3%	6.5µM*	-2%	2%	29%
HT1080 IDH1KD tx	1%	6%	-1%	-11%	5.8µM*	0%	2%	9%
DRD3 agonist	-13	2	2	-8	-22	3	11	1
KB-V1 cytotox	-10%	?	0%	.	1µM*	29%	-8%	?
IL-1B inflam inh	22	0	5	-3	-98*	-9	6	58
KB-3-1 tox	-2%	4%	-6%	.	?	0%	22%	?
GLP-1R agonist	-12%	14%	22%	5%	1%	-12%	5%	-2%
SW480 rereplic	3%	.	12%	0%	5.8µM*	1%	i[1.84 µM]	?

#33 COc1ccc(-c2cc(C(F)(F)F)n3nc(C(=O)O)nc3n2)cc1
#34 COc1ccc(C)cc1NC(=O)CNC(=O)Cn1ccc2ccccc2c1=O
#35 N#CC1=C(N)OC2=C(C(=O)CCC2)C1Cc1ccccc1 (centres undefined)
#36 Cc1cnc(NC(=O)CSc2ccccc2)s1
#37 COC(=O)c1ccc(C(=O)OC)c(NC(=S)N2CCOCC2)c1
#38 Cc1ccccc1C1C(C#N)=C2N=C(N)c3c(sc4c3CCCCC4)N2C2=C1C(=O)CCC2 (centres undefined)
#39 CCNC(=S)N=Nc1c(O)[nH]c2ccc([N+](=O)[O-])cc12
#40 CCN1CCN(C(=O)C(C)Sc2nc3nc(C)cc(C)n3n2)CC1 (centres undefined)
entry no.	33	34	35	36	37	38	39	40
D3 antag	9	7	-25	-13	-15	-76*	?	2
HT1080NT lethal	17%	-3%	17%	4%	15%	?	-27%	6%
HT1080 IDH1KD tx	1%	5%	-2%	0%	12%	?	5.8µM*	6%
DRD3 agonist	-2	-3	1	19	-12	-7	-4	-7
KB-V1 cytotox	-14%	-1%	18%	-13%	-3%	-1%	?	12%
IL-1B inflam inh	-3	10	-22	9	34	-22	0	-51*
KB-3-1 tox	6%	6%	-4%	5%	15%	-2%	9%	16%
GLP-1R agonist	-9%	-10%	-2%	-2%	5%	2%	4%	5%
SW480 rereplic	5%	-3%	4%	-5%	-7%	4%	-3%	4%

Reprinted from the part before: 4 compounds, then new ones.
#37 COC(=O)c1ccc(C(=O)OC)c(NC(=S)N2CCOCC2)c1
#38 Cc1ccccc1C1C(C#N)=C2N=C(N)c3c(sc4c3CCCCC4)N2C2=C1C(=O)CCC2 (centres undefined)
#39 CCNC(=S)N=Nc1c(O)[nH]c2ccc([N+](=O)[O-])cc12
#40 CCN1CCN(C(=O)C(C)Sc2nc3nc(C)cc(C)n3n2)CC1 (centres undefined)
#41 O=S(=O)(c1ccc(Cl)cc1)N1CCN(S(=O)(=O)N2CCCCCC2)CC1
#42 COCCNc1nnc(SCC(=O)Nc2sc3c(c2C(=O)c2ccccc2)CCCC3)s1
#43 CSc1nc(C)c(CCO)c(=O)[nH]1
#44 O=C(CC1S/C(=N/N=C2CCCCCC2)NC1=O)Nc1ccc(Br)cc1F (centres undefined)
#45 CN(C)C(=O)Oc1ccc[n+](C)c1
#46 O=C(CCSc1nnc2scc(-c3ccccc3)n12)NCc1ccc2c(c1)OCO2
#47 O=C(Nc1ccc2c(c1)C(=O)N(CC1CCCO1)C2=O)c1ccc(Cl)c(Cl)c1 (centres undefined)
#48 COc1ccc(S(=O)(=O)N(C)C)cc1NC(=O)Cc1c[nH]c2ccccc12
#49 CNCCOc1ccccc1C(C)(C)C
entry no.	37	38	39	40	41	42	43	44	45	46	47	48	49
D3 antag	-15	-76*	?	2	2	-14	-16	-2	44	1	30	-22	-54*
HT1080NT lethal	15%	?	-27%	6%	10%	-25%	23%	-14%	30%	1%	6%	-6%	-7%
HT1080 IDH1KD tx	12%	?	5.8µM*	6%	20%	-24%	12%	2%	4%	-5%	3%	-3%	2%
DRD3 agonist	-12	-7	-4	-7	3	-9	-13	3	0&-9	3	-6	-12	-61
KB-V1 cytotox	-3%	-1%	?	12%	20%	?	21%	-19%	15%	-10%	21µM*	0%	?
IL-1B inflam inh	34	-22	0	-51*	-15	?	-5	-2	11	-1	28	-14	3
KB-3-1 tox	15%	-2%	9%	16%	0%	?	?	-2%	0%	18%	-11%	-10%	-11%
GLP-1R agonist	5%	2%	4%	5%	-1%	24%	4%	-3%	-3%&-3%	27%	-6%	11%	18%
SW480 rereplic	-7%	4%	-3%	4%	-2%	-2%	18%	9%	-6%&-5%&1%	-7%	-1%	3.7µM*	-3%

From PubChem BioAssay
